High-throughput results from PubChem.
TcdB inh: TcdB glycohydrolase inhibition | P18177 | TcdB glycohydrolase enzymatic assay, plate reader | inhibition, % at 9.99 µM | 0.24% of 350,000 active | AID 652162; in the data active means inhibition above about 10%
VHR inh abs: inhibitors of human VHR1 phosphatase (DUSP3); recombinant VHR phosphatase, pNPP absorbance; inhibition, % at 13.3 µM; 0.52% of 290,000 active; AID 1654; in the data active means inhibition above about 50%; further: some compounds called inactive have numbers as strong as hits
3CLpro inhibitor: SARS-CoV 3CLpro protease inhibition | P0C6X7 | 0.14% of 290,000 active | inhibition, % at 6 µM | recombinant SARS-CoV 3CLpro, quenched FRET peptide cleavage; in the data active means inhibition above about 12%
Y pestis TopoI: Y. pestis Topo-I inhibition via cleavage products. 0.064% of 360,000 active. activity, % at 10 µM. Y. pestis Topo-I cleavage product accumulation, plate reader; in the data active means activity above about 50%, passing the limit was not always enough; further: inactives centre near 2
BH1578 lux ind: induces V. cholerae light production without autoinducers. V. cholerae BH1578 lux reporter, luminescence, 6 h. activation, % at 18.7 µM. 0.16% of 350,000 active. AID 588436; in the data active means activation mostly above about 9.7%, no sharp cut-off; further: not every result past the cut was called active; inactives centre near 0; reference of the scale not given here
PfHsp40 rescue: compounds rescuing yeast from Plasmodium falciparum HSP40 toxicity. S. cerevisiae expressing PfHsp40, growth rescue, ATP luminescence. growth rescue, % at 12.5 µM. 0.68% of 340,000 active. AID 504582; in the data active means growth rescue above about 28%, passing the limit was not always enough;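 further: yeast W303a lacking pdr1 and pdr3 grown in galactose medium; growth measured after three days at 30 °C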
SSB-PriA inh: blocks PriA binding to SSB C-terminal tail | AID 1272365 | inhibition, % at 33 µM | 0.6% of 430,000 active | AlphaScreen SSBct-PriA binding, biotinylated peptide; in the data active means inhibition mostly above about 37%, no sharp cut-off; inactive means mostly below about 20%;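 further: plate controls were negative control peptide for no effect and reference peptide for full effect; strong numbers were not always called active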
BoNT-A LC inh2: BoNT A light chain protease inhibition; multiplex microsphere protease substrate cleavage, flow cytometry; inhibition, % at 10 µM; 0.17% of 360,000 active; AID 588499; further: plate controls were buffer without enzyme for full effect and enzyme alone for no effect
CCHFV vOTU inh: blocks the CCHF virus ovarian tumor domain protease; CCHFV vOTU protease, Pep-AMC fluorescence; inhibition, % at 11.5 µM; 0.55% of 370,000 active; in the data active means inhibition above about 30%; further: 0% = vehicle wells with enzyme and 100% = no enzyme wells
Anthrax LF prot: anthrax lethal factor protease inhibition | AID 588501 | inhibition, % at 10 µM | 0.12% of 360,000 active | P15917 | multiplex microsphere protease cleavage assay, LF; further: plate controls were buffer without enzyme for full effect and enzyme alone for no effect
Numbers without * were called inactive; i = inactive; . = not tested or not shown; & = joins results of further samples. Unless noted, no stated cut-off is given here; in the data, active means inhibition above about 30%; inconclusive means no clear call, values can overlap the other calls; inactive means below that.

SMILES	TcdB inh	VHR inh abs	3CLpro inhibitor	Y pestis TopoI	BH1578 lux ind	PfHsp40 rescue	SSB-PriA inh	BoNT-A LC inh2	CCHFV vOTU inh	Anthrax LF prot
O=C1[C@@H]2[C@H](Cc3ccc(O)cc3)N[C@]3(C(=O)Nc4ccccc43)[C@@H]2C(=O)N1c1ccc(F)cc1	.	22	-2	2	i	5.1	.	-0.7	-3	15
CCC(C)[C@H](NS(=O)(=O)c1ccc(C)cc1)C(=O)N1CCC(C(=O)N2CCC(C(N)=O)CC2)CC1 (some centres not stated)	0.7	13	1	-7	-0.5	-2.5	-10	0.0	1	2
Cc1cc(=O)n(C)c(=O)n1CCCCCOc1cccc([N+](=O)[O-])c1	.	20	6	10	i	-0.2	-16	-0.2	-6	2
c1ccc(-c2nc3ccccc3[nH]2)nc1	-0.8	34	-5	-1	1.1	2.0	-4	-1.0	-9	0
COc1cc(Cl)c(C)cc1NCC(=O)Nc1cccc(S(=O)(=O)N2CCCC2)c1	0.8	.	.	7	-1.3	1.9	7	-0.1	-17	-6
CCc1ccc(C2CC(c3cccc(Cl)c3)n3nc(N)nc3N2)cc1 (configuration not stated)	-3.0	12	6	12	i	-0.6	4	-0.1	3	1
CC(=O)c1cccc(S(=O)(=O)Nc2ccccc2N2CCOCC2)c1	-0.4	.	.	1	i	-0.1	-4	-4.9	-8	-3
C[C@@H]1CN([C@@H](C)CO)C(=O)Cc2cc(NC(=O)Nc3cccc4ccccc34)ccc2O[C@@H]1CN(C)S(C)(=O)=O	1.6&0.0	.	.	18	-0.9	-0.5	-2	0.0	-6	-2
CC(C)c1ccc(-n2c(O)c(/C=N/NC(=O)c3ccncc3)c(=O)[nH]c2=O)cc1	-28	18	3	1	1.8	2.9	.	0.0	5	1
O=C(NCCN1CCN(C(=O)C(c2ccccc2)c2ccccc2)CC1)C(=O)Nc1ccccc1	.	14	-3	-9	-0.3	-2.5	-12	-0.4	12	-3
O=C(NC1CC1)C1=C[C@@H](C2CC2)C[C@@H](OCCCCO)O1	0.9	.	.	1	i	-1.8	-4	-0.2	6	7
CCOC(=O)C1CCCN(CCC(=O)Nc2cccc(Cl)c2C)C1 (configuration not stated)	-0.3	4	-4	1	i	1.5	-16	-2.0	7	16

Look-ups from the list.
Result of CCOC(=O)C1CCCN(CCC(=O)Nc2cccc(Cl)c2C)C1 (configuration not stated) under VHR inh abs: 4
Result of O=C1[C@@H]2[C@H](Cc3ccc(O)cc3)N[C@]3(C(=O)Nc4ccccc43)[C@@H]2C(=O)N1c1ccc(F)cc1 under VHR inh abs: 22
Result of c1ccc(-c2nc3ccccc3[nH]2)nc1 under PfHsp40 rescue: 2.0
Result of O=C(NC1CC1)C1=C[C@@H](C2CC2)C[C@@H](OCCCCO)O1 under TcdB inh: 0.9
Result of CCC(C)[C@H](NS(=O)(=O)c1ccc(C)cc1)C(=O)N1CCC(C(=O)N2CCC(C(N)=O)CC2)CC1 (some centres not stated) under VHR inh abs: 13
Result of C[C@@H]1CN([C@@H](C)CO)C(=O)Cc2cc(NC(=O)Nc3cccc4ccccc34)ccc2O[C@@H]1CN(C)S(C)(=O)=O under Y pestis TopoI: 18
Result of COc1cc(Cl)c(C)cc1NCC(=O)Nc1cccc(S(=O)(=O)N2CCCC2)c1 under BH1578 lux ind: -1.3

The list continues.
SMILES	TcdB inh	VHR inh abs	3CLpro inhibitor	Y pestis TopoI	BH1578 lux ind	PfHsp40 rescue	SSB-PriA inh	BoNT-A LC inh2	CCHFV vOTU inh	Anthrax LF prot
CN1Cc2ccccc2CC1CNCc1c(C(=O)N2CCCC2)nc2ccccn12 (configuration not stated)	.	-5	-1	0	-0.5	0.0	-1	0.1	-5	2
COc1ccc(/C=C(/NC(=O)c2cccs2)C(=O)Nc2ccc(C)cc2)cc1OC	1.3	32	-3	28	-0.2	-0.5	-22	-0.2	-2	2
CC(C)(C)N=Cc1c(O)ccc2oc3c(c12)CCCC3	1.0	27	3	9	-0.5	1.3	-21	1.2	7	13
CCCNC(=O)c1cccc(S(=O)(=O)N2CC3(C)CC2CC(C)(C)C3)c1 (configuration not stated)	1.4	.	.	27	4.0	0.5	-2	-0.2	8	-2
CC(=O)c1c(C)[nH]c(C(=O)OCCCCN2C(=O)c3ccccc3C2=O)c1C	.	8	-3	14	-0.3	0.7	-16	-2.0	-13	-7
CN(C)CCCn1c(N)c(C#N)c2nc(C#N)c(C#N)nc21	.	24	-3	-17	-2.0	-1.1	7	1.3	-120	-4
Oc1ccc(Cl)cc1CNc1nccs1	0.7	-3	1	-3	0.4	0.5	-10	-4.3	-12	-9
COc1cccc(-n2ccnc2SCC(=O)Nc2ccccc2)c1	.	13	1	-2	-0.7	0.6	25	0.6	5	-1
COC(=O)c1ccc(NC(=O)c2ccc(NC(=O)c3ccco3)cc2)cc1	3.5	-3	13*	17	-7.7	-1.9	5	-1.3	7	-1
Cc1ccc(OCCN2CCC2(C)C(=O)NCc2ccc(C(F)(F)F)cc2)cc1 (configuration not stated)	1.5	.	.	20	i	.	.	0.6	24	4
COc1ccc(S(=O)(=O)N/N=C\c2ccc(OC)c(COc3ccc(C)cc3[N+](=O)[O-])c2)cc1	.	36	4	-5	-5.4	1.7	.	1.4	12	-10
CCOC(=O)C1CCCN(C(=O)Cc2c(F)cccc2Cl)C1 (configuration not stated)	4.4	23	-1	5	-0.4	-1.2	-4	-1.0	-7	1

Part of the list above, set out differently:
Screens in order: TcdB inh | VHR inh abs | 3CLpro inhibitor | Y pestis TopoI | BH1578 lux ind | PfHsp40 rescue | SSB-PriA inh | BoNT-A LC inh2 | CCHFV vOTU inh | Anthrax LF prot
O=C(NCCN1CCN(C(=O)C(c2ccccc2)c2ccccc2)CC1)C(=O)Nc1ccccc1
  . | 14 | -3 | -9 | -0.3 | -2.5 | -12 | -0.4 | 12 | -3
Oc1ccc(Cl)cc1CNc1nccs1
  0.7 | -3 | 1 | -3 | 0.4 | 0.5 | -10 | -4.3 | -12 | -9

(next part)
SMILES	TcdB inh	VHR inh abs	3CLpro inhibitor	Y pestis TopoI	BH1578 lux ind	PfHsp40 rescue	SSB-PriA inh	BoNT-A LC inh2	CCHFV vOTU inh	Anthrax LF prot
COC(=O)[C@]12CCCCC=C1N(CCC1=CCCCC1)C(=O)[C@H](CC(=O)N1CCSCC1)C2	-3.4	.	.	.	.	.	.	0.1	16	-3
O=C(O)C1(S(=O)(=O)c2ccc(Cl)cc2)CCC1	-0.5	10	-4	9	0.0	-0.7	-2	-0.2	3	-2
O=c1ccc(-c2ccc(S(=O)(=O)Nc3cccc(F)c3)o2)n[nH]1	1.2	7	-1	-5	i	-0.5	-10	-1.4	0	1
COc1ccc(N(CC(=O)Nc2ccccc2C)S(=O)(=O)c2ccccc2[N+](=O)[O-])c(OC)c1	2.4	13	1	7	-0.4	0.7	-9	-0.5	-9	-7
COc1ccc(NC(=O)/C(=C\c2cccs2)NC(=O)c2ccco2)cc1	-3.2	-15	-4	-4	i	-0.2	6	-0.9	9	1
O=C(NCc1n[nH]c(=S)n1-c1ccc(Cl)c(Cl)c1)c1cccs1	1.0	-4	3	0	-0.2	0.8	-7	0.4	0	-5
O=C(CSc1nnc(CNC(=O)c2cccs2)o1)Nc1cccc(Cl)c1	1.3	3	0	-9	-0.1	-0.2	-5	-0.8	13	-7
Brc1c(CSc2nnc(-c3ccco3)o2)nc2ccccn12	.	3	5	12	i	0.6	-3	0.0	-6	-2
O=C1NC(=O)C2(Br)Nc3ccc(Br)cc3C(=O)C2N1 (configuration not stated)	0.6	.	.	1	-0.8	1.8	-13	-0.3	-15	-5
Cc1onc(-c2ccccc2)c1C(=O)OCC(=O)Nc1cccc(Cl)c1	-1.6	.	.	3	i	2.0	-25	-0.4	3	-3
CC1SC(C)C(=O)N(CC(=O)Nc2ccc([N+](=O)[O-])cc2)C1=O (configuration not stated)	0.8	6	6	-10	-0.7	-0.7	-8&10	0.0	-6	-1
C/C(=C\C(=O)c1ccc(F)cc1)Nc1ccc(N2CCOCC2)cc1	.	3	-8	7	-0.6	0.4	.	0.2	16	-4

Entries above containing a thiophene ring, fused or not, in the order listed:
SMILES	TcdB inh	VHR inh abs	3CLpro inhibitor	Y pestis TopoI	BH1578 lux ind	PfHsp40 rescue	SSB-PriA inh	BoNT-A LC inh2	CCHFV vOTU inh	Anthrax LF prot
COc1ccc(/C=C(/NC(=O)c2cccs2)C(=O)Nc2ccc(C)cc2)cc1OC	1.3	32	-3	28	-0.2	-0.5	-22	-0.2	-2	2
COc1ccc(NC(=O)/C(=C\c2cccs2)NC(=O)c2ccco2)cc1	-3.2	-15	-4	-4	i	-0.2	6	-0.9	9	1
O=C(NCc1n[nH]c(=S)n1-c1ccc(Cl)c(Cl)c1)c1cccs1	1.0	-4	3	0	-0.2	0.8	-7	0.4	0	-5
O=C(CSc1nnc(CNC(=O)c2cccs2)o1)Nc1cccc(Cl)c1	1.3	3	0	-9	-0.1	-0.2	-5	-0.8	13	-7

(continued)
SMILES	TcdB inh	VHR inh abs	3CLpro inhibitor	Y pestis TopoI	BH1578 lux ind	PfHsp40 rescue	SSB-PriA inh	BoNT-A LC inh2	CCHFV vOTU inh	Anthrax LF prot
O=C1NC[C@H](CCCCN2C[C@H](Cc3ccc(O)cc3)N(CCc3ccccc3)C(=O)C2=O)N(Cc2ccccc2)C1=O	-0.3	.	.	.	.	.	.	0.8	10	-6
Cc1ccc(NCC(=O)Nc2ccc(F)c(Cl)c2)cc1S(=O)(=O)N1CCOCC1	-1.0	.	.	-10	1.3	.	.	-0.5	9	-4
COc1ccc(OC)c(/C(O)=C/C(=O)C(=O)Nc2cc(C)cc(C)c2)c1	.	20	2	-4	-0.3	2.6	.	1.3	-10	-2
O=C(NCC1COCCO1)c1cc(COc2ccc(F)cc2F)on1 (configuration not stated)	.	4	3	5	-1.2	0.9	-6	0.2	.	-1
CCN(CC(=O)Nc1ccc(C)c(F)c1)CC(=O)NC(C)(C)C	1.4	22	2	-4	-0.3	-1.1	-2	-0.1	13	-2
CCCn1c(SCC(=O)N2CCN(CC)CC2)nc2c1c(=O)n(C)c(=O)n2C	1.7	-5	0	3	0.1	0.2	-2	-0.2	-3	-2
O=C(Cc1ccccc1)Nc1ccc2c(c1)OC1(CCCC1)O2	1.8	.	.	11	-0.7	0.1	7	-0.9	10	0
Cc1cccc(OCc2nnc(SCC(=O)N3CC(=O)Nc4ccccc43)o2)c1	4.9	-5	1	7	1.3	-1.9	4	-1.8	0	-3
C/C(=C/c1ccccc1)C(=O)N1CCN(c2ccccc2)CC1	1.0	8	-3	11	-1.6	0.4	0	4.1	2	16
COC12c3ccccc3-c3ccccc3C1C(C(=O)O)C2C(=O)O (configuration not stated)	0.0	.	.	.	.	.	.	-0.1	8	-2
COc1ccc(CCNC(=O)C2CCN(C(=O)c3ccc([N+](=O)[O-])cc3)CC2)cc1	0.9	23	-2	-3	-0.3	-1.1	4	-0.3	2	-2
CCCc1cc(=O)[nH]c(SCC(=O)Nc2sc3c(c2C#N)CCCC3)n1	-0.7	0	-2	17	i	-1.6	-6	-1.8	14	-1
Cc1cc(C)c2nc(SCCc3ccccc3)nc(C)c2c1	.	8	-3	1	5.4	-0.2	-66	0.2	5	-1
O=C(NCC1CCCO1)C1CCCN1C(=O)NC1CCCCC1 (configuration not stated)	.	25	-3	7	-1.7	-1.7	-3	-0.1	-16	8
Cc1cc(NC(=O)c2cccc(S(=O)(=O)N3CC(c4ccccc4)CC3=O)c2)no1 (configuration not stated)	-0.4	7	-3	1	-0.1	-1.0	-3	-0.8	-2	-5
Cn1c(Cn2c(=O)sc3ccccc32)nnc1SCC(=O)NCc1ccccc1	-1.4	-3	2	3	-0.1	-0.2	3	-0.2	-2	8

Only part of the results is shown; count on the stated rates, not on these rows.
